# ALOX12 inhib = 12-hLO (ALOX12) enzyme inhibition | Potency, µM (highest dose often 57.1 µM), for the others: at the top dose activity change, negative = inhibition, hits mostly inhibitors | P18054 | 150,000 tested, 0.12% active | AID 1452 | purified 12-hLO, xylenol orange hydroperoxide absorbance; also: potency is read from the fitted curve at half-maximal effect; nearly all actives have a fitted effect of over 55% in size; many of its hits are not listed in these tables
# Target sequence (P18054 whole entry, looked up): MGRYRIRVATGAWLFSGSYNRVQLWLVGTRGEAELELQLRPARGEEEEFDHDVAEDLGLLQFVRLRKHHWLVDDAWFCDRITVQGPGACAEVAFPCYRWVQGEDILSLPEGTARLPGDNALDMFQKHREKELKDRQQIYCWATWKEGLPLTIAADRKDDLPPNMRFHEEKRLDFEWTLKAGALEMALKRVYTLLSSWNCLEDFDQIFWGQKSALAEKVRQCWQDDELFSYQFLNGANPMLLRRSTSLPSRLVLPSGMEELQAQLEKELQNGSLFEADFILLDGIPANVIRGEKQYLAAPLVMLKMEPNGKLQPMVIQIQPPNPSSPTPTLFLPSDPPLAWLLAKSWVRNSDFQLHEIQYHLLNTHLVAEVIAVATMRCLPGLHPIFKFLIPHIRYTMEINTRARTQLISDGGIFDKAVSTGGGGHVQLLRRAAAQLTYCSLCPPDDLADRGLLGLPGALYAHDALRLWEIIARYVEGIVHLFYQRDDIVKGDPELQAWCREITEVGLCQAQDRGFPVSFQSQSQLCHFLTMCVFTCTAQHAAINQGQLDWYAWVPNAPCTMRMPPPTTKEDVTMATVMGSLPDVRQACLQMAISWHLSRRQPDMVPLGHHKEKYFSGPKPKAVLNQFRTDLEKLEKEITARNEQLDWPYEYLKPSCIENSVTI
#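 Purified human 12hLO (150 nM final) was preincubated with compounds for 15 min at room temperature in 25 mM Hepes pH 7.0, 0.01% Triton X-100, then reacted with 40 uM arachidonic acid for 30 min. Hydroperoxide was detected with ferrous iron/xylenol orange.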
# 15-hLO-2 inh = inhibitors of human 15-lipoxygenase 2 (ALOX15B). O15296. AID 881. Potency, µM (highest dose often 57.1 µM), without a hit: at the highest dose activity change, negative = inhibition, hits mostly inhibitors. purified 15hLO-2, xylenol orange hydroperoxide absorbance. 110,000 tested, 0.56% active; also: potency is read from the fitted curve at half-maximal effect; nearly all actives have a fitted effect of over 60% in size; many of its hits are not listed in these tables
#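 Screening format was qHTS against 50 nM purified 15hLO-2 in Hepes pH 7.5 with detergent. Activity follows hydroperoxide formation from 45 uM arachidonic acid, measured as 573:405 nm absorbance ratio of the ferric-xylenol orange complex.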
# IMPase cell inh = cell-permeable inhibitors of inositol monophosphatase (IMPase) | CHO-M1 cells, IP1 accumulation, HTRF TR-FRET ratio | P97697 | inhibition (IP1 accumulation), % at 46.1 µM | 120,000 tested, under 10 active; active = well fitted curve in the direction sought with a large enough effect in the signal ratio, not every such curve was filed as active; inconclusive = small, poorly fitted or top-dose-only effect, or a change in a side signal; inactive = no such curve, though single readings can be large or run the other way; the % refers to the signal ratio;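 also: cells stimulated with carbachol in lithium chloride buffer; plate controls were DMSO basal wells for no effect and reference inhibitor wells for full effect; higher means more IMPase inhibition seen as more IP1 and lower FRET ratio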
# Target sequence (P97697 whole entry, looked up): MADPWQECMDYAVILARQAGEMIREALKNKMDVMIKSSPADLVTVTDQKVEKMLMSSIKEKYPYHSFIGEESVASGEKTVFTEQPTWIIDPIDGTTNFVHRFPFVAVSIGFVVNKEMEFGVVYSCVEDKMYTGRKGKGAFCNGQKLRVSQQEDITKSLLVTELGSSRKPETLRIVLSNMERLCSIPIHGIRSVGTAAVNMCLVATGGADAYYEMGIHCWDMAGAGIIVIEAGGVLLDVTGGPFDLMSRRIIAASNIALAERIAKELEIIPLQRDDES
#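 CHO-M1, 2000 cells/well, cultured 16–30 h; cpd up to 46 uM; carbachol (50 uM solution, stimulation buffer w/ 50 mM LiCl, pH 7.4), 30 min 37C; IP-One TR-FRET, 10 min RT; Ex 320/Em 665, 620; Hill-fit AC50.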
# PNC inhibitor = inhibitors of perinucleolar compartment assembly. AID 2417. activity change (PNC), negative = inhibition, % at 10 µM. PC3M PTB-GFP, PNC prevalence imaging, 16 h; active compounds read low. 140,000 tested, 3.1% active;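 active = readout at or below -70, meaning at least 70% loss of cells showing the perinucleolar compartment, a nuclear body marking cancer cells; inconclusive = readout between -30 and a set limit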;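 also: plate controls were DMSO wells for no effect and camptothecin positive control wells for full effect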
#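 PC3M cells stably expressing PTB-GFP, 750–1000 cells/well, treated 16 h at 37 °C with compound (23 nl of library stock), in duplicate. After paraformaldehyde fixation and Hoechst stain, imaged at 20x; PNC prevalence scored by image analysis.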
# The depositor's hits bear a star; u = inconclusive; x = not tested or not shown; & = joins results of further samples; [ ] = remark or other dose. Unless noted, calls follow the shape of the dose curve; as a rule, active = well fitted curve in the direction sought with a large enough effect; inconclusive = small, poorly fitted or top-dose-only effect, or another doubt; inactive = no such curve, though single readings can be large; an effect the other way counts as inactive or inconclusive. Unless noted, % is scaled to controls: 0 for no effect and ±100 for the full control effect. An excerpt (hit frequency here may not be typical).
ALOX12 inhib	15-hLO-2 inh	IMPase cell inh	PNC inhibitor	SMILES
3.1%	-11.8%	3.7	19.2	CCCCNC(=O)CCCn1c(=O)c2ccccc2n(CC(=O)NCCC2=CCCCC2)c1=O
-0.2%	2.8%	-6.6	-10.1	CC(C)Sc1nc2c(c(=O)[nH]c(=O)n2C)n1C
-2.0%	-5.6%	-2.4	u	Cc1ccc(-c2nnc(Nc3ccc(CC(N)=O)cc3)c3ccccc23)cc1
-1.1%	2.6%	6.1	33.3	CCCn1c(=N)n(CC(O)c2ccco2)c2ccccc21 (stereo not given)
-7.1%	0.1%	8.1	55.3	N/C(=N\OS(=O)(=O)c1ccc(Cl)cc1)c1ccncc1
-6.5%	x	u	3.5	CCC1Oc2ccc(C)cc2N(CC(=O)N(Cc2cccnc2)Cc2cccc(F)c2)C1=O (stereo not given)
-0.7%	-3.6%	-1.3	-1.4	CNC(=O)CC1C(=O)N(C)C(=S)N1NC(=O)c1ccc(Cl)cc1 (stereo not given)
2.5%	1.1%	2.7	16.7	COCCCNC(=O)c1ccc2c(c1)ncn2-c1ccccc1OC
1.2%	x	x	29.9	Cc1ccc(N/C(N)=N/c2nc(C)cc(C)n2)cc1
4.3%	-0.7%	8.2	-7.5	Cn1c(=O)c2c(ncn2CC(=O)N2CCN(c3ccccc3)CC2)n(C)c1=O
-3.9%	7.5%	5.7	17.2	COc1ccc(-n2nnnc2/C=C\Nc2ccccc2C(=O)c2ccccc2)cc1
-0.3%	5.5%	-1.5	19.6	COc1ccccc1NC(=O)CCN1CCN(CCC(=O)Nc2ccccc2OC)CC1
2.9%	x	x	-4.0	CCCC12C(=O)C(C)(C(c3ccccc3)=C1c1ccccc1)C1C(=O)N(c3ccc(C)cc3)C(=O)C12 (stereo not given)
-3.0%	-4.5%	-4.0	-9.3	COc1ccc(NC(=O)C(Cc2ccccc2)NC(=O)c2ccco2)cc1OC (stereo not given)
-1.2%	x	-6.3	u	CCOc1ccc(NC(=O)Cc2ccccc2)c([N+](=O)[O-])c1
-9.5%&-0.9%	-25.2%	x	u	Cn1c(N)c(C(=O)COC(=O)c2cc(-c3ccco3)nc3ccccc23)c(=O)n(Cc2ccccc2)c1=O
0.2%	-3.8%	3.9	-17.2	Cn1c(=O)n(CC(=O)Nc2ccccc2)c2ccccc21
-4.6%	35.6%[activator]	2.8	-1.8	CCOC(=O)C1CCCN(C(=O)c2sc3nc(-c4ccc(F)cc4)cn3c2C)C1 (stereo not given)
-11.8%	x	-5.3	-23.5	CCOC(=O)Cc1csc(NC(=O)c2sc3nc4cc(C)ccc4cc3c2N)n1
-4.2%	x	9.7	u	CC(CN1CCOCC1)OC(=O)C(C)(c1ccccc1)c1ccccc1 (stereo not given)
-1.6%	x	x	3.5	O=[N+]([O-])c1ccc(Sc2ccccc2)nc1
-0.4%	x	x	6.0	Cc1ccc(C(=O)C(c2ccccc2)N2Cc3ccccc3C2=N)cc1 (stereo not given)
-25.8%	-24.3%	2.9	-7.9	CC1C/C(=C/c2cccn2C)C(=O)/C(=C/c2cccn2C)C1 (stereo not given)
6.4%	-9.2%	-4.5	-108.4*	Cc1onc(-c2ccccc2)c1C(=O)Nc1nnc(N2CCCCCC2)s1
3.8%[11.4 µM]	-3.4%[11.4 µM]	x	x	CCCS(=O)(=O)O

# An excerpt taken from the entries so far, as a working copy:
ALOX12 inhib	15-hLO-2 inh	IMPase cell inh	PNC inhibitor	SMILES
3.1%	-11.8%	3.7	19.2	CCCCNC(=O)CCCn1c(=O)c2ccccc2n(CC(=O)NCCC2=CCCCC2)c1=O
-0.2%	2.8%	-6.6	-10.1	CC(C)Sc1nc2c(c(=O)[nH]c(=O)n2C)n1C
-2.0%	-5.6%	-2.4	u	Cc1ccc(-c2nnc(Nc3ccc(CC(N)=O)cc3)c3ccccc23)cc1
-1.1%	2.6%	6.1	33.3	CCCn1c(=N)n(CC(O)c2ccco2)c2ccccc21 (stereo not given)
-7.1%	0.1%	8.1	55.3	N/C(=N\OS(=O)(=O)c1ccc(Cl)cc1)c1ccncc1
-6.5%	x	u	3.5	CCC1Oc2ccc(C)cc2N(CC(=O)N(Cc2cccnc2)Cc2cccc(F)c2)C1=O (stereo not given)
-0.7%	-3.6%	-1.3	-1.4	CNC(=O)CC1C(=O)N(C)C(=S)N1NC(=O)c1ccc(Cl)cc1 (stereo not given)
2.5%	1.1%	2.7	16.7	COCCCNC(=O)c1ccc2c(c1)ncn2-c1ccccc1OC
1.2%	x	x	29.9	Cc1ccc(N/C(N)=N/c2nc(C)cc(C)n2)cc1
4.3%	-0.7%	8.2	-7.5	Cn1c(=O)c2c(ncn2CC(=O)N2CCN(c3ccccc3)CC2)n(C)c1=O
-3.9%	7.5%	5.7	17.2	COc1ccc(-n2nnnc2/C=C\Nc2ccccc2C(=O)c2ccccc2)cc1
-0.3%	5.5%	-1.5	19.6	COc1ccccc1NC(=O)CCN1CCN(CCC(=O)Nc2ccccc2OC)CC1

# Other compounds.
ALOX12 inhib	15-hLO-2 inh	IMPase cell inh	PNC inhibitor	SMILES
-7.9%	x	x	-10.4	CCn1cc(/C=C2/SC(=S)NC2=O)c(C)n1
3.7%	-0.8%	4.1	0.4	Cc1nn(C)c(=O)n1-c1ccc(OCc2ccccc2)cc1
1.6%	-1.4%	1.4	22.8	CC(=O)N1CCc2cc(S(=O)(=O)NCCC(=O)NCCc3ccc(C)cc3)ccc21
-4.2%	1.9%	-3.5	-1.1	O=C(CNS(=O)(=O)c1ccc2ccccc2c1)OCc1nnc(-c2ccccc2)o1
14.1%	x	-7.0	-19.5	CCOC(=O)c1sc(=S)n(-c2ccccc2)c1N
0.4%	1.9%	-3.9	34.0	Cc1nnc(Sc2nc3c(c(=O)[nH]c(=O)n3C)n2CCCc2ccccc2)s1
5.8%	x	u	-8.9	CCO/C=C1/C(=O)N(C(C)=O)c2ccccc21
-11.7%	-0.2%	8.2	u	COCCSc1ccccc1C(=O)N1CCOCC1
0.2%	4.1%	1.7	7.1	CCCCC(O)CN1CCC(c2ccccc2)CC1 (stereo not given)
0.7%	-18.9%	0.9	11.1	COc1ccc(C2(C(=O)NCc3ccco3)CCCC2)cc1OC
1.6%	0.7%	7.7	-3.7	O=C1NCCCc2nonc21
3.0%	x	x	u	CSc1nn(-c2ccc(C(=O)OCC(=O)NC(=O)NC(C)C)cc2)c(=S)s1
2.4%	5.8%	-2.2	24.8	COc1cccc(CNC(=O)C2CCCN(c3nc4ccccc4o3)C2)c1 (stereo not given)
-3.3%	1.4%	u	31.6	CSCCC(NC(=O)c1ccco1)C(=O)OCC(=O)Nc1sccc1C#N (stereo not given)
-4.2%	x	x	120.7	Cc1nn(-c2ccccc2)c(C)c1/C=N/NC(=O)CSc1nnc(SCc2ccccc2Cl)s1
-1.9%	7.8%	5.3	-4.4	Cc1cc(C)n2nc(C(=O)N3CCOCC3)nc2n1
0.4%&-2.1%	x	x	20.7	CCCCC[C@H](O)/C=C/[C@@H]1[C@@H](C/C=C\CCCC(=O)O)[C@H]2CO[C@@H]1C2
2.1%	-23.8%	26.6	-100.2*	COCCn1c(C)cc(C(=O)CSc2ncnc3sc4c(c23)CCC4)c1C
-5.3%	1.2%	-0.8	21.5	Cc1ccc(CNC(=O)C2CC(=O)N(C3CCCCCCC3)C2)cc1 (stereo not given)
-2.0%	x	x	3.6	COc1ccc(-c2nnc(SCC(=O)c3ccc[nH]3)n2-c2ccccc2)cc1
0.5%	-22.3%	-0.9	19.4	Nc1nnnn1/N=C/C=C/c1ccccc1
3.5%	u	2.0	82.6	CC(C)NC(=O)c1onc(CSc2ccc(F)c(F)c2)c1C(=O)O
1.5%	-5.6%	-8.1	u	COc1ccc(OC)c(C(=O)CSc2nc3ccccc3n2CC(=O)NC(C)(C)C)c1
5.1%	5.9%	2.6	37.6	CCOc1ccccc1C1CC(=O)Nc2cc(OC)c(OC)c(OC)c21 (stereo not given)
-9.3%	-10.2%	9.0	14.1	COc1ccccc1Oc1cc(C#N)c(C#N)cc1-n1nnc2ccccc21
-17.3%	-12.5%	7.0	25.1	Cc1cc(C)c(NC(=O)/C(=C/c2ccco2)c2ccccc2)c(C)c1
16.4%	-3.1%	2.1	-27.8	Cc1cc(-c2ccccc2)c2nncn2n1
-9.3%	9.8%	-3.8	-5.9	COC(=O)CN(c1ccc(F)cc1)S(=O)(=O)c1ccc2c(c1)OCCO2
1.0%	-0.2%	2.5	16.5	CCOC(=O)C1=C(C)OC(N)=C(C#N)C1c1ccoc1 (stereo not given)
1.8%	x	5.1	u	CCCc1nc2ccccc2c(C(=O)OCC(=O)Nc2c(C)n(C)n(-c3ccccc3)c2=O)c1CC
2.6%	x	x	16.7	CC(C)CCNC(=O)CCSCCC(=O)NCCC(C)C
2.3%	8.6%	-3.4	23.3	COc1ccc(OC)c(NC(=O)CCN2CCC(C)CC2)c1
1.4%	0.8%	6.2	2.7	COc1ccc(-c2nnn(CC(=O)c3ccccc3)n2)cc1OC
-3.2%	-3.6%	10.2	21.1	CSc1ccccc1C(=O)Nc1cccc(C(C)O)c1 (stereo not given)
-2.9%	0.8%	-1.0	-8.0	CCOC(CNC(=O)c1ccc2nc(N3CCC(C)CC3)sc2c1)OCC
-3.0%	x	x	5.5	CCOCCCNC(=O)Cc1ccc(F)cc1
-10.3%	-6.4%	6.8	18.8	COc1ccc(C(=O)c2c[nH]c(C(=O)NCC3CCCO3)c2)cc1 (stereo not given)
-3.0%	-2.5%	-0.5	22.7	COc1ccc(CNC(=O)CN(Cc2ccccc2)S(=O)(=O)c2ccc(Cl)cc2)cc1
-2.2%	-8.3%	-3.3	u	CCn1cnc2sc(C(=O)N3CCN(c4ccc(OC)cc4)CC3)c(C)c2c1=O
-2.9%&-6.5%	-0.6%	-8.6&-6.1	-7.5&-28.0	CC(=O)/C=C(/C)NC(Cc1c[nH]c2ccccc12)C(=O)O (stereo not given)
-6.8%	x	8.1	297.1	COc1ccc(OC)c(N2C(=O)CC(Cc3ccc(Cl)cc3)C2=O)c1 (stereo not given)
-0.1%	-1.8%	-4.9	u	COc1ccc(NC(=O)c2ccc(CNS(=O)(=O)c3cccc(OC)c3)cc2)cc1
-2.0%	-3.6%	6.6	20.5	CS(=O)(=O)N(CC(=O)NCCSc1ccc(Cl)cc1)c1ccc2c(c1)OCO2
5.0%	x	4.3	23.6	CCOC(=O)c1c(-c2ccc(F)cc2)csc1NC(=O)CCN1C(=O)c2ccccc2C1=O
-25.4%	-4.1%	1.4	u	CCCCC(CC)CNC(=O)c1ccc2c(c1)OCO2 (stereo not given)
7.9%	0.6%	5.6	18.7	Nc1nnnn1N=C1CCCCC1
-3.3%	x	x	32.9	CC(=O)N(C)c1ccc(NC(=O)c2ccc([N+](=O)[O-])cc2Cl)cc1
-4.2%	1.3%	x	x	COC(=O)[C@@]1(Cc2ccc(F)cc2)[C@H]2c3cc(C(=O)N(C)C)n(Cc4ccc(C)c(F)c4F)c3C[C@H]2CN1C(=O)c1ccccc1
-6.0%	-3.4%	-7.9	25.5	Cn1nc(C(=O)NCc2ccccn2)c2ccccc2c1=O
3.5%	x	x	-8.9	CC(Sc1nncs1)C(=O)Nc1ccc(Cl)cn1 (stereo not given)
-2.6%	-0.5%	-1.0	37.5	COc1ccccc1N(CN1CCCC1=O)C(=O)c1c(F)cccc1F

# Compound activity deposited in PubChem by National Center for Advancing Translational Sciences (NCATS).
